Screening results (PubChem)
M. tuberculosis GlmU: inhibition of mycobacterial GlmU enzyme – biochemical, glucosamine-1-phosphate acetyltransferase (AID 1376); inhibition, %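 (tested at 30 µM in the primary screen)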, or IC50 in µM where a hit was titrated; M. tuberculosis GlmU acetyltransferase enzyme assay; higher % means a stronger effect; hit rate 0.25% among 220,000; in the data active = inhibition above about 13%;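 also: 0% = complete reaction with vehicle and 100% = reaction without substrate; strong numbers were not always called active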
Mtb RmlCD inh: blocks M. tuberculosis RmlC and RmlD coupled enzymes. P9WH09+P9WH11. RmlC+RmlD coupled enzyme assay, percent inhibition; primary screen in compound mixtures. inhibition, % at 3.6 µM. hit rate 0.03% among 160,000. AID 1533; in the data active = inhibition mostly above about 34%, no sharp cut-off; also: some results filed as inactive read as strong as hits
Target sequence (P9WH09 whole entry, looked up): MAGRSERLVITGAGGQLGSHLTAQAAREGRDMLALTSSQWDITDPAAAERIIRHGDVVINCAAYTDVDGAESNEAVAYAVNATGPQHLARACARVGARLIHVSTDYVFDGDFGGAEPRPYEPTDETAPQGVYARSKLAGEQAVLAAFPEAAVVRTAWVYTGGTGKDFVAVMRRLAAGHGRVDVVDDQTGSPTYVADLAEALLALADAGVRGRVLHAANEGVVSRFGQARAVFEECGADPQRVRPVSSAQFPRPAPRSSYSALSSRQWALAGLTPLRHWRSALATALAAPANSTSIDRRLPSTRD
Target sequence (P9WH11 whole entry, looked up): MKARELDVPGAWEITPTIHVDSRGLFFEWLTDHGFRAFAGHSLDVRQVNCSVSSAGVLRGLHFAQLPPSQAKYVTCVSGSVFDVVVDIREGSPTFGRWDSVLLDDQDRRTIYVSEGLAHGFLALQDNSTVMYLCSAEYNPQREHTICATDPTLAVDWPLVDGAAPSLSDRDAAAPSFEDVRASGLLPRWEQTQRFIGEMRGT
Active calls of the source: *; . = no result given. Some of the compounds tested (hit frequency here may not be typical).

structure | M. tuberculosis GlmU | Mtb RmlCD inh
CCn1c(C(Cc2ccccc2)NC(=O)COC)nc2ccccc21 (stereo not drawn) | -1.7% | -11.7
CCOc1ccc(C2=Nc3ccccc3C(c3ccc(N4CCOCC4)cc3)=NN2)cc1 | . | 17.2
CC(C)(C)OC(=O)N1CCOCCOCCNCCOCCOCC1 | 2.1% | .
O=[N+]([O-])c1cc(/C=N/Nc2nc3ccccc3[nH]2)c(O)cc1O | 125µM* | -7.7
COC(=O)c1c(NC(=O)CSc2nnc3ccccn23)sc2c1CCC2 | 1.5% | -9.5
CCOC(=O)C(CCC#N)(CCC#N)C(=O)OCC | -3.5% | .
Cc1ccc(S(=O)(=O)NC(=O)N2CCC(C)CC2)cc1 | -2.0% | -2.3
Cc1ccc(N2N=C(c3ccc(F)cc3)CC2c2ccco2)cc1 (stereo not drawn) | 10.2% | 7.1
COCc1cc(=O)n2[nH]c(N)nc2n1 | -1.3% | .
Cn1c(SCC(=O)NC2CC2)nnc1-c1ccco1 | 4.3% | 8.0
COc1ccccc1NC(=O)COC(=O)c1cnc(C)cn1 | -2.3% | -13.7
Cc1noc(C)c1S(=O)(=O)N1CCCC(C(=O)NCCc2ccccc2)C1 (stereo not drawn) | -1.2% | .
C=CCOc1c(CCC)cc(CCC)cc1C(N)=O | 0.8% | -9.1
N/C(CS(=O)(=O)c1ccc(F)cc1)=N\O | 2.4% | -14.3
COc1cccc(/C=C2\SC(=S)N(C(Cc3ccccc3)C(=O)O)C2=O)c1 (stereo not drawn) | 2.9% | 8.7
CCCCOC(=O)CCc1c(C)[nH]c(=S)[nH]c1=O | -5.3% | .
COc1ccc(CNC(=O)c2ccc[nH]2)cc1 | -5.2% | 10.0
O=C(CSc1ccc(Cl)cc1)Nn1cnnc1 | 4.7% | .
COc1cccc(CSc2nc3ccccc3[nH]2)c1 | 0.9% | -7.3
COc1cc(NC(=O)C2=C(N3CCOCC3)/C(=C\c3ccc(Br)cc3)CC2)cc(OC)c1OC | -5.3% | 31.8
CCC(=O)Nc1cccc(C2=NOC3(C2)C[C@@H](C(N)=O)N(C(=O)CC)C3)c1 (stereo partly drawn) | 1.9% | 4.0
COc1cc(NC(=O)c2ccc(F)cc2)c(OC)cc1Cl | -1.9% | .
O=C1NCCCC1C(=O)Nc1ccccc1C(F)(F)F (stereo not drawn) | . | -5.3
CCOC(=O)N1CCC(=NNC(=O)COc2cccc(C)c2)CC1 | 4.2% | -6.1
COc1ccccc1CNc1ncnc2c1cnn2-c1ccccc1 | 6.4% | .
C=CCOc1cccc(/C=C2\C(=O)N(Cc3ccc(C)cc3)C(C)=C2C(=O)OC)c1 | 4.8% | -12.6
O=S(=O)(NCc1ccccc1)c1ccc(Cl)cc1 | 5.2% | 3.5
COc1cccc(C2C(C#N)=C(N)OC3=C2C(=O)CCC3)c1OC(=O)c1ccco1 (stereo not drawn) | -1.5% | -9.4
CN1CCN(Cc2ccccc2C(F)(F)F)CC1 | -5.2% | -8.3
COc1ccc(S(=O)(=O)N2CCCC(C(=O)NCc3ccncc3)C2)cc1Cl (stereo not drawn) | -0.2% | .
O=C1Nc2ccccc2CCC1Sc1nnc(-c2ccc(Cl)cc2)s1 (stereo not drawn) | 2.6% | -2.2
CCn1nc(C)c(/C=N/NC(=O)c2ccoc2C)c1C | -0.3% | .
O=C(Nc1ccc(F)cc1)C(Sc1nnc2ccccn12)c1ccccc1 (stereo not drawn) | 2.4% | -9.7
Nc1nc(C(=O)N2CCOCC2)nn1C(=O)c1ccc(Cl)cc1 | 7.6% | .
Cc1nc2ncnn2c(C)c1CCC(=O)NCCCN1CCN(c2cccc(Cl)c2)CC1 | . | 15.3
COC(=O)c1sc(N2C(=O)c3oc4ccccc4c(=O)c3C2c2cccs2)nc1C (stereo not drawn) | -2.1% | 4.1
CCOc1ccc(C(CC(=O)O)NC(=O)c2cccs2)cc1 (stereo not drawn) | 0.8% | .
CCCCC1=NC2(CCCC2)C(=O)N1Cc1ccc(-c2ccccc2-c2nn[nH]n2)cc1 | 7.1% | -6.8
CC(C)Oc1ccc(CNC(=S)N/N=C/c2ccc([N+](=O)[O-])cc2)cc1 | 3.7% | 6.9
O=C1CC(N2CCN(c3cccc(C(F)(F)F)c3)CC2)C(=O)N1c1ccc(F)cc1 (stereo not drawn) | 4.5% | -6.0
O=C(NC(Cc1ccccc1)C(=O)O)/C(=C/c1ccco1)NC(=O)c1cccc([N+](=O)[O-])c1 (stereo not drawn) | 0.5% | -8.1
c1ccc(COC2CCCN(Cc3nc(-c4cccs4)no3)C2)nc1 (stereo not drawn) | 1.6% | -12.4
COC(=O)C(Cc1ccccc1)NC(=O)c1cccc(S(=O)(=O)N(C)C)c1 (stereo not drawn) | -7.5% | -6.2
COc1ccccc1N1CCN(C(=O)c2ccc3[nH]c4c(c3c2)CCCC4)CC1 | 1.6% | -7.3
O=C(Nc1sc(-c2ccccc2)cc1C(=O)O)c1ccccc1 | -0.5% | .
Cc1nn2cc(-c3ccc(N)cc3)nc2s1 | 2.7% | .
COC(=O)c1cccc(NC(=O)NC(=O)c2ccccc2Cl)c1 | . | -5.6
Cc1ccc(S(=O)(=O)N2CCC(C(=O)NCCCOC(C)C)CC2)cc1 | -0.9% | -10.4
O=C(c1cccs1)N1CCN(C(=O)C(c2ccccc2)c2ccccc2)CC1 | 4.0% | .
COc1ccccc1-c1nnn(C/C(N)=N/O)n1 | -0.1% | 7.2
CCCCNS(=O)(=O)c1cccc(S(=O)(=O)N2CCCC2)c1 | 1.9% | 12.1
O=C1NC2(CCCCC2)N=C1c1ccccc1 | -1.4% | 5.4
CCCC(=O)N1c2ccccc2[C@@H](N(C(C)=O)c2ccccc2)C[C@H]1C | 0.4% | 7.1
Cc1onc(-c2ccccc2)c1C(=O)Nc1ccc(S(=O)(=O)NC2=NCCCCC2)cc1 | -4.9% | 3.8
CCCCNC(=S)NNC(=O)c1csc(C)c1 | 1.8% | .
O=c1[nH]c(N2CCOCC2)cc2ccccc12 | -1.0% | .

Continuation.
structure | M. tuberculosis GlmU | Mtb RmlCD inh
COc1ccccc1NS(=O)(=O)c1cccc(NC(=O)Nc2cccc(Cl)c2)c1 | 4.0% | -13.1
Cn1c(NC(=O)C(C)(C)Oc2ccc(Cl)cc2)cc(=O)n(C)c1=O | -4.5% | 7.3
COc1cccc(NC(=S)N2CCN(C(c3ccccc3)c3ccccc3)CC2)c1 | -1.4% | 8.7
CCN(CC)S(=O)(=O)c1ccc(NC(=O)c2cc(=O)[nH]c3ccccc23)cc1 | -0.9% | 0.8
CC(NC1=NCCS1)c1ccccc1 (stereo not drawn) | 8.3% | -0.2
N#CC1(Cc2ccccc2)c2ccccc2C=CN1C(=O)c1ccccc1 (stereo not drawn) | -1.9% | .
CCOCC(=O)Nc1nc2ccc(OCC)cc2s1 | 0.3% | 1.4
CSc1ccccc1NC(=O)Nc1cccc(Cl)c1Cl | -2.6% | -3.8
Cc1cc(=O)oc2cc(OCC(=O)N3CCOCC3)ccc12 | -2.6% | -4.3
O=C(CSc1nc2ccccc2c(=O)n1-c1ccc(F)cc1)Nc1ccc2c(c1)CCC2 | 0.5% | -6.5
Cc1ccc2nc(C3CCN(C(=O)c4ccco4)CC3)[nH]c2c1 | 2.1% | -8.1
Cc1cccc(N2CCN(Cc3c(C)n(C)n(-c4ccccc4)c3=O)CC2)c1C | -0.2% | 8.0
Cc1ccc(S(=O)(=O)CNC(=S)c2cccc(Cl)c2)cc1 | -0.2% | -13.7
CC(=O)c1ccc(N2CCN(C(=O)/C=C/c3ccc(S(=O)(=O)NCc4ccco4)cc3)CC2)cc1 | -5.0% | 9.6
Cc1ccc(/C=C/C(=O)OCC(=O)NC(C)C)o1 | -1.1% | 0.2
O=C(Oc1ccc(/C=N/Nc2ccccc2)cc1)c1ccccc1 | -0.9% | .
O=C1CCCc2c1nc(-c1ccc([N+](=O)[O-])cc1)n2O | -1.1% | 10.8
Cc1nn(C)c(C)c1/C=C(\C#N)C(N)=O | 1.5% | 2.1
CC(C)(C)NC(=O)c1cccc(NC(=O)Cc2ccc(Br)cc2)c1 | -0.3% | -14.2
COc1ccc(OCc2nnc(SCC(=O)c3ccccc3)o2)cc1 | 2.2% | .
Clc1ccccc1-c1nnc2sc(-c3ccccn3)nn12 | -3.5% | 8.5
Cc1ccccc1-n1cnc2c(sc3nc(N4CCOCC4)c4c(c32)CCCC4)c1=O | -2.0% | 1.9
Cn1c(=O)n(C)c2cc(S(=O)(=O)NCCO)ccc21 | 2.0% | -6.1
Cc1cc2c(Nc3ccccc3)ncnc2s1 | -1.7% | 0.2
CCC1CCCCN1c1nc(-c2ccncc2)nc2ccccc12 (stereo not drawn) | -0.4% | 14.3
CCCn1c(=S)[nH]c2cc(C(=O)N3CCCC(C(=O)OCC)C3)ccc2c1=O (stereo not drawn) | 6.8% | 32.8
CCOC(=O)C(CC(=O)O)NCc1ccco1 (stereo not drawn) | 1.7% | 10.2
Cc1cc(C2=NNC(=Nc3ccccc3)SC2)c(C)n1C | -2.6% | 5.3
COc1cccc2cc(C(=O)N3C(C)CCCC3C)c(=O)oc12 (stereo not drawn) | 0.3% | 5.5
C=C(C)c1cccc(C(C)(C)NC(=O)N2CCCCC2CC)c1 (stereo not drawn) | 5.4% | .
COc1cccc(-c2nnn(CC(=O)Nc3ccc(C)cc3C)n2)c1OC | -7.8% | .
CC(C)(C)c1ccc(S(=O)(=O)N2CC(=O)Nc3ccccc32)cc1 | -4.0% | -3.8
COc1ccc(NC(=O)[C@@H]2[C@@H]3C(=O)N(C4CCCCC4)C(=O)[C@@H]3C3c4ccccc4C=CN32)cc1 (stereo partly drawn) | -2.3% | -0.5
Nc1c(C(=O)O)cnc2c(-c3ccc(Cl)cc3)cnn12 | 1.4% | 5.2
COc1ccc(CN2CCN(CCCCOc3ccc(Cl)cc3)CC2)c(OC)c1OC | 0.5% | 0.6
COc1ccc2nc(/C=N/NC(=O)CCNC(=O)OC(C)(C)C)ccc2c1 | 5.4% | -3.6
O=C(NCc1ccco1)C1CCN(S(=O)(=O)c2cccc3cccnc23)CC1 | 2.7% | 4.6
Cc1ccc(NC(=O)c2ccc(S(=O)(=O)NCC3CCCO3)cc2)cc1C (stereo not drawn) | -0.5% | 0.4
CCOC(=O)c1c(NC(=O)Cc2cccs2)sc(C(=O)NC2CCCCC2)c1C | 3.6% | -7.5
O=C(CSc1ccccn1)Nc1ccccc1F | 0.9% | .
CCO[C@@H]1OC(C(=O)NCc2ccccc2)=C[C@H](c2ccc(C(F)(F)F)cc2)[C@H]1CCCO | 2.5% | .
CNC(=O)c1nc(C)n(-c2ccc([N+](=O)[O-])cc2)n1 | -5.8% | -15.5
COC(=O)C(C)Sc1ccc2nnc(-c3ccc(F)cc3)n2n1 (stereo not drawn) | 5.9% | -9.8
O=C(COc1ccc(S(=O)(=O)N2CCCC2)cc1)NCc1ccco1 | -6.4% | .
CCOC(=O)c1[nH]c2ccc(F)cc2c1NC(=O)CCN1CCSCC1 | -5.2% | -3.5
O=C(NCCCN1CCCC1=O)c1ccc2c(c1)OCO2 | -1.2% | .
O=C(N/N=C/c1ccccc1[N+](=O)[O-])c1ccc(COc2ccccc2-c2ccccc2)cc1 | 3.0% | 14.8
Cc1cccc(-n2c(N)cc(=O)nc2SCC(=O)NC2CCCCC2)c1 | 0.7% | -1.9
O=C(O)c1cccc(NS(=O)(=O)c2ccc(C3CCCCC3)cc2)c1 | 4.6% | .
CCSc1nnc(NC(=O)c2cccc3ccccc23)s1 | 1.3% | 6.5
O=C1/C(=C/c2c[nH]c3ccccc23)CCC/C1=C\c1c[nH]c2ccccc12 | 12.0% | .
Cc1cccc(N(C(=O)C(F)(F)F)C(C(=O)NC2CCCCC2)c2cccs2)c1 (stereo not drawn) | -6.4% | 1.8
Cn1c(O)c(/C=N/c2ncccn2)c(=O)n(C)c1=O | -2.9% | 2.6
Nn1cc(-c2ccccc2)nc1SCC(=O)NC1CCS(=O)(=O)C1 (stereo not drawn) | -3.3% | .
CCCc1cc(C(=O)O)c2ccccc2n1 | 1.9% | .
CCN1CC(CN(C)Cc2nc(-c3ccc(C(F)(F)F)cc3)oc2C)CC1=O (stereo not drawn) | 1.3% | .

Going on with the list:
structure | M. tuberculosis GlmU | Mtb RmlCD inh
CC1=NN(c2ccccc2)C(=O)/C1=C/C=C/c1ccc(N(C)C)cc1 | -4.1% | 6.2
COc1ccc(N2CCN(c3n[nH]c(N)n3)CC2)cc1 | -3.4% | 5.5
CSc1nsc(SC)c1NC(=O)OCCc1ccccn1 | -1.8% | -7.1
CC(C)CCNC(=O)CNC(=S)N(Cc1ccccc1)Cc1cccnc1 | 2.9% | -13.0
COc1c(C)cc(C(=O)C2CCCN(C(=O)CCCn3cncn3)C2)cc1C (stereo not drawn) | -3.4% | 7.4
Cc1nc([N+](=O)[O-])c(C(=O)OCc2ccccc2)n1C | -3.1% | -10.0
O=C(Nc1ccc2nc3n(c(=O)c2c1)CCCC3)c1ccccc1[N+](=O)[O-] | -1.4% | -8.3

5 of these compounds, reformatted:
Each structure is followed by: M. tuberculosis GlmU	Mtb RmlCD inh
> COc1ccc(N2CCN(c3n[nH]c(N)n3)CC2)cc1
    -3.4%	5.5
> Cc1nc([N+](=O)[O-])c(C(=O)OCc2ccccc2)n1C
    -3.1%	-10.0
> CC(C)CCNC(=O)CNC(=S)N(Cc1ccccc1)Cc1cccnc1
    2.9%	-13.0
> CSc1nsc(SC)c1NC(=O)OCCc1ccccn1
    -1.8%	-7.1
> COc1c(C)cc(C(=O)C2CCCN(C(=O)CCCn3cncn3)C2)cc1C (stereo not drawn)
    -3.4%	7.4
